PREPL inh = inhibits the human prolyl oligopeptidase-like enzyme. Q4J6C6. recombinant PREPL, fluorescence polarization activity-based probe. inhibition, % at 5.96 µM. 320,000 compounds, 0.68% hits; in the data active = inhibition above about 43%;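 also: 0% = enzyme with DMSO and 100% = wells lacking enzyme; many of its hits are not listed in these tables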
GSTO1 inh = counter-screen for RBBP9 inhibitors: inhibitors of human GSTO1. recombinant GSTO1, activity-based probe fluorescence polarization. inhibition, % at 5.96 µM. 300,000 compounds, 1.1% hits. P78417;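 active = inhibition above the campaign mean inhibition plus 3 SD, cut at about 35% in these data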;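 also: 0% = GSTO1-1 with DMSO and 100% = wells lacking GSTO1-1 enzyme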
PME-1 inh = PME-1 (human) inhibition; AID 2130; inhibition, % at 5.9 µM; Q9Y570; 320,000 compounds, 0.53% hits; recombinant PME-1, FP-Rh probe fluorescence polarization;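 active = inhibition above the campaign mean of all compounds plus 3 SD, cut at about 26% in these data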;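 also: competitive labeling of PME-1 active site by serine hydrolase directed probe; 0% = PME-1 with DMSO and 100% = wells lacking PME-1 enzyme; inhibitors block probe labeling so polarization falls and inhibition rises; many of its hits are not listed in these tables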
pPAFAH inh = pPAFAH (human) enzyme inhibition | recombinant pPAFAH, FP-rhodamine probe fluorescence polarization | inhibition, % at 3.39 µM | 330,000 compounds, 1.5% hits;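 active = inhibition above the mean inhibition across the screen plus 3 SD, cut at about 25% in these data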;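 also: inhibitors block binding of the rhodamine activity-based probe so polarization drops; 0% = enzyme with DMSO and 100% = wells lacking pPAFAH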
Target sequence (Q13093 whole entry, looked up): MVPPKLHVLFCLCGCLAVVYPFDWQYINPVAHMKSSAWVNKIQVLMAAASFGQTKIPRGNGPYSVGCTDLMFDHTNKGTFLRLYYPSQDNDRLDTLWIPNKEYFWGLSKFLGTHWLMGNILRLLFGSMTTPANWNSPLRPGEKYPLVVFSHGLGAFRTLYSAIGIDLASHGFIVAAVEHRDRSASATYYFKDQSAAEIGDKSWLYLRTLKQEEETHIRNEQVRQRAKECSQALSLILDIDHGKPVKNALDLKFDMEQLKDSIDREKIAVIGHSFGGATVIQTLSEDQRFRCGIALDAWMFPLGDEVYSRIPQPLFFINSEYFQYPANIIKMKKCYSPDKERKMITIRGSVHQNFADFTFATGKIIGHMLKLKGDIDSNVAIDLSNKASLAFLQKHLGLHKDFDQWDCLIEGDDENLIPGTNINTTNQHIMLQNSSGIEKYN
PAD4 FP inh = PAD4 (human) enzyme inhibition; Q9UM07; 330,000 compounds, 0.41% hits; recombinant PAD4, RCA probe fluorescence polarization; inhibition, % at 6.36 µM; AID 485272;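 active = percent inhibition above a cutoff equal to the mean of all tested compounds plus 3 SD, cut at about 15% in these data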;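 also: 0% = PAD4 with RCA probe and DMSO and 100% = probe without PAD4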
PAFAH1B3 FP inh = PAFAH1B3 (human) inhibition; 340,000 compounds, 0.28% hits; recombinant PAFAH1B3, FP-rhodamine probe, fluorescence polarization; inhibition, % at 3.39 µM;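 active = inhibition above the screen-wide average of all tested compounds plus 3 SD, cut at about 25% in these data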;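 also: 0% = enzyme with DMSO only and 100% = wells lacking PAFAH1B3 protein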
LYPLA2 counter = counter-screen for PME1 inhibitors: inhibitors of human LYPLA2; O95372; recombinant LYPLA2, FP-Rh probe fluorescence polarization; inhibition, % at 5.9 µM; 320,000 compounds, 0.38% hits;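 active = inhibition above the screen-wide mean plus 3 SD, limit set per campaign, cut at about 26% in these data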;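 also: 0% = LYPLA2 with DMSO and 100% = wells lacking LYPLA2 enzyme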
Target sequence (O95372 whole entry, looked up): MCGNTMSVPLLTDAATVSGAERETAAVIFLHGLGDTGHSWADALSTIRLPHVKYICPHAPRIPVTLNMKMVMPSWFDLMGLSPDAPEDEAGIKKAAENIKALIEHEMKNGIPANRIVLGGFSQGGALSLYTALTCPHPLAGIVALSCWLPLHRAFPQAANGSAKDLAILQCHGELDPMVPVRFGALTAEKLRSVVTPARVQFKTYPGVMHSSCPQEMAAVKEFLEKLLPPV
LYPLA1 counter = blocks human lysophospholipase 1, a PME1 counter-screen; AID 2174; 320,000 compounds, 0.16% hits; inhibition, % at 5.9 µM; O75608; recombinant LYPLA1, FP-Rh probe fluorescence polarization;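 active = inhibition above the mean of all tested compounds plus 3 SD, set per campaign, cut at about 14% in these data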;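 also: inhibitors block serine hydrolase probe labeling of LYPLA1 so polarization falls; 0% = enzyme with DMSO and 100% = wells lacking LYPLA1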
Target sequence (O75608 whole entry, looked up): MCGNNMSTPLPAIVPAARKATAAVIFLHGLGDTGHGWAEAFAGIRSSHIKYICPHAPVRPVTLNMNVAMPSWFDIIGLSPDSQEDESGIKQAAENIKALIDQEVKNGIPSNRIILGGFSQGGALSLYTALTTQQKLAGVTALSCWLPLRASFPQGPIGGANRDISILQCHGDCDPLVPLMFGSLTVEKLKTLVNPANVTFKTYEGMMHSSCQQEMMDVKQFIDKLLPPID
PAFAH1B2 inh = inhibitors of human PAFAH1B2; inhibition, % at 3.39 µM; AID 492953; recombinant PAFAH1B2, FP-rhodamine activity probe, fluorescence polarization; 340,000 compounds, 1.2% hits; P68402;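 active = inhibition above the mean of all tested compounds plus 3 SD, cut at about 24% in these data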;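 also: 0% = enzyme with DMSO and 100% = wells lacking PAFAH1B2; many of its hits are not listed in these tables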
* marks the source's active call; other numbers are inactive results; · = no result given. An excerpt; count on the stated rates, not on these rows.

nr | molecule | GSTO1 inh | PAFAH1B3 FP inh | LYPLA2 counter | PREPL inh | PME-1 inh | LYPLA1 counter | pPAFAH inh | PAFAH1B2 inh | PAD4 FP inh
1 | O=C(OCC(=O)N1CCc2ccccc21)c1ccc[n+]([O-])c1 | 0 | 6 | 4 | 8 | 3 | -4 | 3 | 2 | 3
2 | COc1ccc(NC(=O)CN(C)C(=O)c2c(-c3ccccc3Cl)noc2C)cc1 | 9 | 6 | 5 | -8 | -3 | 1 | -4 | 6 | -1
3 | O=C(c1cccs1)N1N=C(c2ccccc2)CC1c1ccccc1O (configuration not stated) | -13 | 5 | -14 | -5 | -9 | -6 | -11 | 0 | 9
4 | CC(Sc1nnc(N)s1)C(=O)NNC(=O)c1cccc(Cl)c1 (configuration not stated) | · | 10 | · | 5 | · | · | 4 | 3 | -2
5 | CC(C)CCSc1nc2c(c(=O)[nH]c(=O)n2C)n1CCCc1ccccc1 | 0 | -5 | -5 | 10 | -2 | 0 | 14 | 2 | -2
6 | CC(C)(C)C(=O)Cn1nc(Cl)nc1Cl | 19 | 6 | -3 | 9 | -1 | -1 | 1 | 3 | 0
7 | COC(=O)C1=C(C)N(CCc2ccc(OC)cc2)C(=O)C1 | -8 | 1 | 4 | 10 | -5 | -1 | -1 | 3 | -5
8 | CN1C2CCC1CC(NC(=O)CSc1ccc(C(C)(C)C)cc1)C2 (configuration not stated) | 2 | 12 | -1 | 8 | -2 | -3 | 9 | 2 | 4
9 | COc1ccc(C(CNC(=O)CN2C(=O)NC3(CC(C)CC(C)(C)C3)C2=O)N2CCOCC2)cc1 (configuration not stated) | 4 | -1 | 7 | 4 | 2 | 2 | -1 | 6 | 3
10 | CCCCCCC(=O)N1CCN(c2cc3c(cc2F)c(=O)c(C(=O)O)cn3CC)CC1 | -9 | 6 | 1 | 0 | -1 | -1 | -1 | 2 | 1
11 | COc1ccc(S(=O)(=O)Nc2noc3ccccc23)cc1 | 2 | 15 | 9 | 9 | -7 | 4 | -8 | 3 | -8
12 | CSc1nc(C)c(CCOC(=O)c2ccccc2)c(=O)[nH]1 | 0 | 3 | 0 | 4 | -18 | 2 | -1 | 7 | 1
13 | COc1ccc(CCNC(=O)c2cnc3ccccc3n2)cc1 | -4 | 7 | 4 | 4 | 4 | 2 | 1 | 0 | -1
14 | Cc1cc(S(=O)(=O)NCC(C)C)ccc1OCC(=O)NCc1ccccn1 | -2 | 5 | 3 | 19 | 6 | 5 | 3 | 5 | -6
15 | Cn1c(CNC(=O)C2CCCCC2)cc2ccccc21 | -6 | 16 | -4 | 22 | -3 | -1 | 4 | 1 | -1

Further records follow:
nr | molecule | GSTO1 inh | PAFAH1B3 FP inh | LYPLA2 counter | PREPL inh | PME-1 inh | LYPLA1 counter | pPAFAH inh | PAFAH1B2 inh | PAD4 FP inh
16 | Cc1c(C)c2ccc(OCC(=O)NCCCn3ccnc3)cc2oc1=O | 4 | 0 | 7 | 5 | -5 | 6 | 3 | 7 | -2
17 | O=C(COc1coc(CN2CCc3ccccc32)cc1=O)Nc1cccc(F)c1 | 8 | 4 | 0 | 0 | -3 | 2 | 3 | -3 | 6
18 | Cc1ccnc(NC(c2cccnc2)c2ccc3cccnc3c2O)c1 (configuration not stated) | -43 | 6 | -5 | 5 | 1 | -1 | -3 | 6 | -10
19 | O=C1/C(=C/c2ccccn2)SC(=S)N1NS(=O)(=O)c1ccccc1 | 2 | 10 | 1 | 12 | -2 | 4 | 3 | 7 | -3
20 | O=C(CC(=O)N1CCN(c2ccccn2)CC1)Nc1ccc2nc3n(c(=O)c2c1)CCCCC3 | 7 | 3 | 3 | 11 | 2 | 2 | -2 | -2 | 3
21 | O=C(CN1CCC(NC(=O)c2ccco2)CC1)Nc1ccccc1[N+](=O)[O-] | 2 | · | -1 | -1 | 0 | -2 | -2 | · | -2
22 | COc1ccc(N)cc1-n1c(C)ccc1C | 45* | 15 | 3 | 28 | 0 | -2 | 9 | -2 | 10
23 | COc1ccccc1N1CCN(C(=O)C2CCCN(S(=O)(=O)c3ccc4c(c3)oc(=O)n4C)C2)CC1 (configuration not stated) | 7 | 2 | 7 | 6 | 3 | 1 | 0 | -4 | -2
24 | CCOc1ccc2c(c1)-c1c(ssc1=S)C(C)(C)N2C(=O)CSC1=NCCS1 | 9 | 12 | 1 | 30 | 6 | 0 | 9 | 5 | 11
25 | CCCn1c(CN2CCCCC2C)nc2c1c(=O)n(C)c(=O)n2C (configuration not stated) | -6 | 5 | 3 | 2 | 1 | -1 | 1 | 2 | 1
26 | Cc1cccc(CSc2nc3[nH]ncc3c(=O)[nH]2)c1 | 0 | 2 | -3 | -30 | -4 | -2 | -2 | 1 | -3
27 | Nn1c(SCC(=O)NCCN2C(=O)CSC2=O)nnc1-c1ccc(OC(F)F)cc1 | -2 | 2 | 8 | 4 | 2 | 2 | 5 | 4 | 5
28 | CCc1cccc(CC)c1NC(=S)NCCc1c(C)[nH]c2ccc(C)cc12 | 1 | 9 | 1 | 8 | 5 | 0 | 10 | 9 | -1
29 | Cc1nc2ccccn2c1C(=O)NCc1ccc2c(c1)OCO2 | 0 | 6 | 4 | 4 | 1 | 0 | -4 | -1 | -5
30 | O=C(Cc1ccc2c(c1)OCCO2)N1CCN(c2ccccc2)CC1 | 7 | 3 | 2 | 8 | 2 | 3 | 5 | -3 | 5

Later entries:
nr | molecule | GSTO1 inh | PAFAH1B3 FP inh | LYPLA2 counter | PREPL inh | PME-1 inh | LYPLA1 counter | pPAFAH inh | PAFAH1B2 inh | PAD4 FP inh
31 | COC(=O)c1ccccc1NC(=O)c1cccc(COc2ccccc2Cl)c1 | 0 | -6 | -7 | -9 | -16 | -5 | -4 | 0 | 2
32 | COc1cc(C)c(NC(=S)Nc2ccc(Cl)c(Cl)c2)cc1OC | 2 | 6 | -1 | -1 | 5 | -3 | -6 | 3 | -2
33 | C=CCNC(=O)NC(=O)COC(=O)CC(NC(N)=O)c1ccc(Cl)cc1 (configuration not stated) | 8 | 0 | 4 | -3 | 1 | 0 | 3 | 4 | -9
34 | COc1ccccc1CC(=O)Nc1ccc(S(=O)(=O)N2CCN(C)CC2)cc1 | 3 | 4 | 0 | 0 | 4 | 1 | -1 | 10 | -2
35 | O=C1c2ccccc2NC(c2cccc(F)c2)N1Cc1ccco1 (configuration not stated) | 2 | 6 | -8 | -5 | -9 | -7 | -3 | 4 | -16
36 | CC(CNS(=O)(=O)c1ccc(Cl)cc1)n1cncn1 (configuration not stated) | -3 | 1 | -5 | -8 | 0 | -6 | 2 | 2 | -2
37 | O=C(Nc1ccccc1C(F)(F)F)C1CCCC1 | -2 | 9 | 6 | 2 | 4 | 1 | 5 | -1 | -4
38 | CCc1ccc(OCCNC(=O)OCc2ccccc2)cc1 | 2 | 0 | -3 | -21 | -1 | -6 | 4 | 6 | -3
39 | C#CCOCCOCCOCCNc1nc(N2CCN(C(=O)[C@H]([C@@H](C)CC)n3cc(CCCCN)nn3)CC2)nc(N2CCN(C(=O)[C@H]([C@@H](C)CC)n3cc(CCCN=C(N)N)nn3)CC2)n1 | 4 | 2 | -4 | 9 | 2 | 2 | -6 | 7 | -4
40 | N#Cc1cccc(NC(=O)c2nc(-c3ccccc3)n(-c3ccccc3)n2)c1 | -3 | 4 | 0 | -4 | -1 | -4 | 1 | -1 | 3
41 | O=C(Nc1scc(-c2ccccc2)c1C(=O)O)c1ccccc1Cl | -64 | 1 | -5 | 1 | -5 | 4 | 4 | 1 | -4
42 | O=C(c1cc(-c2cccc(Cl)c2)on1)N1CCOCC1 | 3 | -3 | -1 | -2 | 0 | -6 | 6 | 4 | -4
43 | COC(=O)c1sc(-c2ccccc2)cc1NC(C)=O | 0 | -3 | 7 | -23 | -3 | 0 | 2 | 2 | -2
44 | CN1c2ccsc2C(O)=C(C(=S)Nc2ccccc2)S1(=O)=O | -1 | 13 | -4 | 5 | 1 | -4 | 0 | 10 | -6
45 | COc1cc([C@@H]2CC=C(C(=O)O)[C@H](c3ccccc3)N2S(=O)(=O)c2ccc(C)cc2)cc(OC)c1OC | -13 | 4 | 2 | 13 | 1 | -1 | 0 | 3 | 1

Part of the list above, with two lines to a compound:
Results follow in this order: GSTO1 inh, PAFAH1B3 FP inh, LYPLA2 counter, PREPL inh, PME-1 inh, LYPLA1 counter, pPAFAH inh, PAFAH1B2 inh, PAD4 FP inh
38. CCc1ccc(OCCNC(=O)OCc2ccccc2)cc1
 : 2, 0, -3, -21, -1, -6, 4, 6, -3
42. O=C(c1cc(-c2cccc(Cl)c2)on1)N1CCOCC1
 : 3, -3, -1, -2, 0, -6, 6, 4, -4

(next part)
nr | molecule | GSTO1 inh | PAFAH1B3 FP inh | LYPLA2 counter | PREPL inh | PME-1 inh | LYPLA1 counter | pPAFAH inh | PAFAH1B2 inh | PAD4 FP inh
46 | O=C1CN(C(=O)COC(=O)c2cccc(OCc3ccccc3)c2)c2ccccc2N1 | 2 | 1 | -13 | -78 | -6 | -3 | 8 | 5 | -2
47 | CS(=O)(=O)N1CCN(C(=O)c2ccccc2)C1 | 1 | 6 | -7 | 9 | -2 | -1 | -3 | 3 | 1
48 | CCOc1cc(/C=C2\SC(=S)N(N3CCOCC3)C2=O)ccc1O | 18 | -2 | -4 | -17 | -18 | -4 | 2 | -2 | -1
49 | O=C(c1cc2c(s1)CCCCC2)N1CCN(c2ncccn2)CC1 | 0 | 2 | 3 | 13 | 8 | 1 | 18 | 5 | 0
50 | COC(=O)NN1C(=O)C(c2ccccc2)=C(c2ccc(Cl)cc2)C1=O | 3 | 12 | 4 | 5 | 3 | 2 | -1 | 12 | 1
51 | CSc1ccccc1N=Cc1nc(-c2ccccc2)oc1O | -4 | 3 | 16 | 22 | 23 | 8 | 14 | -1 | 1
52 | O=C(NCc1ccccc1)/C(=C/c1ccc(OC(F)F)cc1)c1ccccc1 | 3 | 4 | 2 | 0 | 0 | -6 | 7 | 1 | 0
53 | Cc1cccc(N2CCN(C(=O)c3cc4c(=O)n(C)c5ccccc5c4n3C)CC2C)c1 (configuration not stated) | 2 | · | -13 | 24 | -2 | -4 | -1 | · | 3
54 | CC(=O)c1cccc(N(C(=O)CNC(=O)c2ccco2)C(C(=O)NC2CCCC2)c2ccc(C)o2)c1 (configuration not stated) | 4 | 4 | -2 | 12 | -2 | 0 | -1 | -2 | -4
55 | CCn1c(=O)[nH]c(=O)c2c(N)c(C(=O)c3cc(F)ccc3F)sc21 | 1 | 10 | 3 | 6 | 6 | 1 | 3 | -1 | -1
56 | Cn1c(=O)c2ncn(CC(=O)O)c2n(C)c1=O | 3 | 18 | 10 | 1 | 3 | 5 | 0 | 7 | -1
57 | COc1cc(/C=C/C(=O)Nc2ccc3nc4n(c(=O)c3c2)CCCC4)cc(OC)c1OC | -15 | -1 | -8 | 16 | -5 | -4 | -6 | 1 | -10
58 | Cn1c(=O)c(C(=O)CSc2nnc(Nc3ccccc3)s2)c(N)n(Cc2ccccc2)c1=O | -1 | -6 | -15 | -12 | -3 | -7 | 5 | -6 | 7
59 | O=C(c1ccc(Cl)c(Cl)c1)N1CCCC1 | 2 | 5 | -3 | -4 | 0 | -6 | -4 | 2 | 2
60 | CCC(C)Sc1ccc([C@H]2N[C@@](CC(C)C)(C(=O)OC)[C@H]3C(=O)N(C)C(=O)[C@@H]23)cc1 (some centres not stated) | 2 | -4 | -8 | -3 | -6 | 1 | 5 | 2 | -1
61 | COc1cc2c(cc1OC)C(c1ccccc1C(F)(F)F)CC(=O)N2 (configuration not stated) | 6 | 8 | 2 | 1 | 8 | 1 | 4 | 8 | -1
62 | O=C(Nc1ccc(Cl)c(C(F)(F)F)c1)NC1CC2CCCC(C1)N2C1CC1 (configuration not stated) | 2 | -4 | -9 | 0 | 1 | -8 | 17 | 2 | 0
